Bioassay records: PubChem, The Scripps Research Institute Molecular Screening Center
DAX1 inh-1: inhibitors of DAX1 repression of SF-1 activated StAR promoter. inhibition, % at 6.8 µM. 370,000 compounds, 1.1% hits. HEK293T StAR-luciferase reporter, SF-1/DAX-1 repression relief. AID 652010;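 active means inhibition above the mean over all tested compounds plus 3 SD, cut at about 3.6% in these data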;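 further: 0% = DAX-1 cells with DMSO and 100% = cells lacking DAX-1 with DMSO; higher inhibition means more luminescence from relief of DAX-1 repression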
PLCb3 inh: blocks human PLC-beta3 enzyme activity | Q01970 | Purified PLC-beta3, fluorogenic substrate, fluorescence | inhibition, % at 12.2 µM | 370,000 compounds, 0.18% hits | AID 720704; in the data active means inhibition above about 11%;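 further: 0% = median of compound wells on plate and 100% = full blocker control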
PLC-gamma1 inh: blocks human PLC-gamma1 enzyme activity | 370,000 compounds, 0.84% hits | purified PLC-gamma1, fluorogenic substrate, fluorescence | AID 720700 | inhibition, % at 12.2 µM | P19174; in the data active means inhibition above about 9.5%
ADAM10 inh: inhibits human ADAM10 | AID 720582 | O14672 | inhibition, % at 7 µM | 370,000 compounds, 0.62% hits | recombinant ADAM10, EDANS/DABCYL FRET peptide cleavage, 3 h;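 active means inhibition above a per-campaign cutoff equal to the mean of compounds falling between control-based bounds plus 3 SD, cut at about 20% in these data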;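 further: 0% = DMSO wells while the 100% control is not disclosed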
sPLA2-III inh: Blocks human group III sPLA2 activity | 370,000 compounds, 0.56% hits | AID 743126 | QFRET BODIPY PC-A2 liposome hydrolysis, fluorescence | Q9NZ20 | inhibition, % at 12.2 µM;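 active means inhibition above mean plus 3 SD of compounds lying within the high and low control bounds, cut at about 19% in these data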;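 further: 0% = median of test compound wells and 100% = no enzyme DMSO wells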
Target sequence (Q9NZ20 whole entry, looked up): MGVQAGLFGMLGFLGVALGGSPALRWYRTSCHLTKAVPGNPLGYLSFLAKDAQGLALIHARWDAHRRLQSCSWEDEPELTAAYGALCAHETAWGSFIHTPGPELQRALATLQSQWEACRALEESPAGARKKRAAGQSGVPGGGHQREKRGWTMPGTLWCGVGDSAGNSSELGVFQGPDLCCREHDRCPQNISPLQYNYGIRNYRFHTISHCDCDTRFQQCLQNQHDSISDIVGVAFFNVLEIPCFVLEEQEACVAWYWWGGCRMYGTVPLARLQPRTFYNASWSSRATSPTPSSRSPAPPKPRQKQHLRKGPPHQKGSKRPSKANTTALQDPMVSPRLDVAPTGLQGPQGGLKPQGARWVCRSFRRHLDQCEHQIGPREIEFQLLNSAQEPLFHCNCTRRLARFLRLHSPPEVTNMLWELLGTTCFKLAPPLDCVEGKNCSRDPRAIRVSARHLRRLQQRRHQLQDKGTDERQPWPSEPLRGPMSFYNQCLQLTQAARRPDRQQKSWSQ
GAA850 FXN act: increases GAA850 frataxin promoter reporter activity; 360,000 compounds, 0.56% hits; HEK293 lucGAA850 FXN promoter luciferase reporter, 24 h; percent of 10 µM SAHA response; activation, % at 6 µM;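 active means activation above the average of all compounds screened plus 3 SD, cutoff fixed separately per campaign, cut at about 7.5% in these data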;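 further: 0% = DMSO wells and 100% = 10 µM SAHA wells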
DAX1 inh-2: inhibitors of human orphan nuclear receptor DAX1 (NR0B1); P51843; HEK293 Gal4-DAX1 luciferase reporter, luminescence; inhibition, % at 6.75 µM; 340,000 compounds, 0.99% hits; AID 504766;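 active means inhibition above the mean over all tested compounds plus 3 SD, cut at about 4.2% in these data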;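 further: 0% = DAX1-transfected cells with DMSO and 100% = empty-vector control cells with DMSO; inhibition shows as a rise in luminescence from relieved DAX1 repression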
Target sequence (P51843 207-470 limits assumed): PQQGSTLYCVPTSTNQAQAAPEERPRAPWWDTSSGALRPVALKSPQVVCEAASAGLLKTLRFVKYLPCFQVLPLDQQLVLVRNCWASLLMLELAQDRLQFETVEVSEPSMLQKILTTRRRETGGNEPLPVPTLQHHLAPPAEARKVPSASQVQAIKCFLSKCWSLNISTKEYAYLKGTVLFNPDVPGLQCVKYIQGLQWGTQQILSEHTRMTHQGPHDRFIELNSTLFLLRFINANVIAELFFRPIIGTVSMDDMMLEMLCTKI
hcDAF12 agonist: H. contortus DAF-12 activation, primary screen; AID 652067; HEK293 hcDAF-12 lit1-tk-luc reporter, luminescence; 0% DMSO, 100% Δ7-dafachronic acid; activation, % at 6.8 µM; 370,000 compounds, 1.4% hits;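 active means activation above the mean of all tested compounds plus 3 SD, cut at about 5.5% in these data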;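 further: 100% = response to 3 µM Δ7-dafachronic acid high control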
ADAM17 inh: inhibitors of human ADAM17; inhibition, % at 6.95 µM; 370,000 compounds, 0.83% hits; recombinant ADAM17, EDANS/DABCYL FRET peptide cleavage; AID 720648; P78536;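 active means inhibition above the mean of compounds lying between control limits plus 3 SD, set per campaign, cut at about 8.5% in these data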;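 further: 0% = DMSO-only wells as the low control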
ssDAF12 agonist: S. stercoralis DAF-12 activation, primary screen. 370,000 compounds, 1% hits. HEK293 ssDAF-12/GRIP1 lit1-tk-luc reporter, luminescence; % of 3 µM dafachronic acid response. activation, % at 6.8 µM. AID 652126;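 active means activation above the mean over all tested compounds plus 3 SD, cut at about 0.9% in these data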;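 further: 0% = DMSO-only wells and 100% = 3 µM delta7-dafachronic acid wells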
hgDAF12 agonist: activates the H. glycines DAF-12 receptor ligand-binding domain; 370,000 compounds, 1.8% hits; HEK293 GAL4-hgDAF12 UAS-luciferase reporter, agonist luminescence; normalized to butyrate control; activation, % at 6.8 µM;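 active means activation above a cutoff set at the mean of all screened compounds plus 3 SD, cut at about 10% in these data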;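 further: 0% = DMSO wells and 100% = sodium butyrate wells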
Starred values were filed as active, the others as inactive; . = not tested or not shown.

1: COc1cccc(C=Nc2ccc(C)c(F)c2)c1O
2: COCCn1c(=NC(=O)c2cc3ccccc3oc2=O)sc2cc(S(N)(=O)=O)ccc21
3: Nc1nc2c(ncn2[C@@H]2O[C@H](CNCc3ccccc3)[C@@H](O)[C@H]2O)c(=O)[nH]1
4: O=C(c1ccc(Cl)cc1)c1cnc(-c2ccccc2)s1
5: COC(=O)c1scc(C#N)c1N/N=C(\C#N)S(=O)(=O)c1ccc(Cl)cc1
6: CN1OC[C@@H]2CN[C@H](c3cccc(-c4cc(Cl)cc(Cl)c4)c3)C[C@@H]21
7: O=C(CCn1c(=O)sc2ccccc21)NCc1ccccc1
8: O=C(COC(=O)CNC(=O)c1ccccc1Cl)Nc1ccccc1Cl

compound no.,1,2,3,4,5,6,7,8
DAX1 inh-1,0.0,0.6,0.6,-0.3,0.1,0.4,-0.3,-0.1
PLCb3 inh,2.1,-0.3,2.1,1.8,-13.0,-6.0,1.4,0.3
PLC-gamma1 inh,-0.5,0.0,5.4,2.9,-3.5,0.2,3.0,4.0
ADAM10 inh,-0.6,3.0,-9.1,-5.8,7.7,-8.7,-4.5,-0.4
sPLA2-III inh,-3.3,6.7,4.5,-0.5,-17.8,7.9,0.0,9.4
GAA850 FXN act,0.9,1.4,.,2.1,-1.0,-1.6,2.0,0.6
DAX1 inh-2,0.4,1.9,.,0.5,.,0.1,-0.9,0.8
hcDAF12 agonist,0.3,-1.3,1.2,0.0,2.6,-0.5,-0.5,-0.5
ADAM17 inh,-1.4,-1.7,2.1,0.2,0.4,0.8,0.1,-0.2
ssDAF12 agonist,-1.0,-1.8,-1.0,-1.2,-0.1,-1.1,-1.1,-1.2
hgDAF12 agonist,1.1,-0.5,1.6,0.2,-0.2,1.4,-1.2,-1.6

Entries above with a carbonyl joined to an NH by a bond outside any ring:
7: O=C(CCn1c(=O)sc2ccccc21)NCc1ccccc1
8: O=C(COC(=O)CNC(=O)c1ccccc1Cl)Nc1ccccc1Cl

compound no.,7,8
DAX1 inh-1,-0.3,-0.1
PLCb3 inh,1.4,0.3
PLC-gamma1 inh,3.0,4.0
ADAM10 inh,-4.5,-0.4
sPLA2-III inh,0.0,9.4
GAA850 FXN act,2.0,0.6
DAX1 inh-2,-0.9,0.8
hcDAF12 agonist,-0.5,-0.5
ADAM17 inh,0.1,-0.2
ssDAF12 agonist,-1.1,-1.2
hgDAF12 agonist,-1.2,-1.6

(more compounds)
9: COc1ccc(NC(=O)/C(=C\c2ccc3c(c2)OCO3)NC(C)=O)cc1
10: COc1cc2c(cc1OC)C(c1cccs1)N(C(=O)c1cccc(S(=O)(=O)N(C)C)c1)CC2 (centres undefined)
11: CCCCNC(=O)c1ccccc1NC(=O)C1=C(C)OCCS1
12: Cc1ccc(Cl)cc1N1CCN(C(=O)CN(c2ccccc2)S(=O)(=O)N(C)C)CC1
13: CCOC(=O)/C=C1\SCC(=O)N1CC(=O)NCc1ccc(OC)c(OC)c1
14: Cc1cccc([C@@H]2[C@@H]3C(=O)N(Cc4ccccc4)C(=O)[C@@H]3[C@]3(Cc4ccc(Cl)cc4)C(=O)N(c4cccc(Cl)c4)C(=O)N23)c1
15: O=C(Cn1c(=O)c2cccn2c2ccc(F)cc21)NCCCN1CCN(c2ccccc2F)CC1
16: c1ccc(SCc2nc3ccccc3[nH]2)cc1

compound no.,9,10,11,12,13,14,15,16
DAX1 inh-1,0.7,0.3,-0.4,0.2,-0.5,-0.5,1.2,1.1
PLCb3 inh,1.5,-8.2,-1.2,-0.9,2.6,2.3,-11.1,-0.8
PLC-gamma1 inh,-0.8,-11.3,5.8,4.4,-0.8,11.3*,0.3,2.7
ADAM10 inh,-5.8,3.2,5.2,7.6,-1.7,-4.4,-0.2,1.7
sPLA2-III inh,4.5,-3.9,6.2,-3.3,-4.3,12.0,0.6,-4.6
GAA850 FXN act,3.4,-0.6,1.8,-0.3,0.5,0.5,0.5,0.8
DAX1 inh-2,2.8,0.6,0.4,-0.4,0.1,-0.8,-0.3,2.8
hcDAF12 agonist,1.6,-1.3,-4.1,-0.4,-1.1,-0.1,-2.1,1.5
ADAM17 inh,-1.8,0.3,4.0,0.7,-0.2,1.3,-3.8,2.3
ssDAF12 agonist,0.6,-2.0,-1.1,-1.1,-0.3,-1.4,-0.8,-0.9
hgDAF12 agonist,5.7,5.4,-3.9,1.6,4.8,1.5,-1.0,9.2

17: O=C(NC1CCCc2ccccc21)c1cccnc1 (centres undefined)
18: O=C(Cn1cnc2ccccc2c1=O)c1cccs1
19: O=C(NCCCN1CCCC1=O)c1ccc(Cl)c(S(=O)(=O)N2CCCCC2)c1
20: COc1ccc(NC(=O)CCC(=O)c2ccc(C(C)C)cc2)cc1
21: CN(C)c1ccc(/C=N/NC(=O)CCc2c[nH]c3ccccc23)cc1
22: Cc1ccc(-c2nc(S(=O)(=O)c3ccc(F)cc3)c(SCC(=O)NCC3CCCO3)o2)cc1 (centres undefined)
23: Nc1[nH]c(C(=O)c2ccccc2)c(-c2ccc(Cl)cc2)c1C(=O)NCCc1c[nH]c2ccccc12
24: COc1ccc(/C=C/C(=O)NC(=S)NNC(=O)Cc2cccs2)cc1

compound no.,17,18,19,20,21,22,23,24
DAX1 inh-1,-0.3,0.0,-1.5,-0.3,-0.2,-0.2,-0.4,0.3
PLCb3 inh,0.3,1.6,-6.9,-5.5,-71.9,2.8,-9.1,-32.8
PLC-gamma1 inh,-2.0,-1.1,-1.8,0.1,-38.1,-2.1,-5.5,-29.0
ADAM10 inh,4.8,-7.2,-3.6,-1.4,-292.8,-12.4,-3.2,-6.6
sPLA2-III inh,-5.3,-3.8,-1.6,-0.5,-51.4,5.2,-32.9,13.6
GAA850 FXN act,0.0,6.7,1.1,-1.0,1.1,-0.1,.,1.4
DAX1 inh-2,0.3,-1.4,-0.4,0.1,-0.7,0.6,.,0.1
hcDAF12 agonist,1.1,1.1,-1.5,-1.6,2.0,-0.7,2.4,1.5
ADAM17 inh,-4.7,-2.2,-4.2,-0.6,-113.0,-4.5,-0.6,-4.5
ssDAF12 agonist,-0.8,-1.5,-1.5,-0.8,-1.8,-0.5,-0.4,-0.4
hgDAF12 agonist,-0.8,-0.7,-3.5,-1.6,6.0,1.1,1.6,6.0

Compounds from the list above containing an aryl thioether with sulfur outside any ring:
16: c1ccc(SCc2nc3ccccc3[nH]2)cc1
22: Cc1ccc(-c2nc(S(=O)(=O)c3ccc(F)cc3)c(SCC(=O)NCC3CCCO3)o2)cc1 (centres undefined)

compound no.,16,22
DAX1 inh-1,1.1,-0.2
PLCb3 inh,-0.8,2.8
PLC-gamma1 inh,2.7,-2.1
ADAM10 inh,1.7,-12.4
sPLA2-III inh,-4.6,5.2
GAA850 FXN act,0.8,-0.1
DAX1 inh-2,2.8,0.6
hcDAF12 agonist,1.5,-0.7
ADAM17 inh,2.3,-4.5
ssDAF12 agonist,-0.9,-0.5
hgDAF12 agonist,9.2,1.1

Continued:
25: COc1ccccc1N1C(=NC(=O)CCc2ccccc2)SC2CS(=O)(=O)CC21 (centres undefined)
26: CCOc1ccc(CCN2C(=O)C(=O)N([C@@H](CC(C)C)CN3CCC[C@H]3CN3C(=O)C(=O)NC[C@@H]3Cc3ccc(O)cc3)C[C@@H]2CC(C)C)cc1
27: Cc1cccn2c(=O)nc(SCC(=O)NCc3ccco3)nc12
28: Cn1nc(Cc2n[nH]c(=S)n2C)c2ccccc2c1=O
29: CCCC(=O)Nc1ccc2c(c1)nc(CCN1CCN(c3ccccn3)CC1)n2C
30: COC(=O)C1=C(O)/C(=C\c2ccc(CNC(=O)C(=O)Nc3ccc(C)c(C)c3)o2)N=C1C
31: O=C(CCNS(=O)(=O)c1ccc2[nH]c(=O)oc2c1)Nc1cccc(Br)c1
32: CCCCCn1c(CN2CCN(c3cccc(Cl)c3)CC2)nc2c1c(=O)[nH]c(=O)n2C

compound no.,25,26,27,28,29,30,31,32
DAX1 inh-1,0.2,0.3,-1.7,0.6,-0.6,2.5,-0.3,-0.6
PLCb3 inh,-5.5,0.6,3.2,-5.1,4.4,-51.4,-4.4,1.3
PLC-gamma1 inh,-0.3,-1.9,-0.1,0.4,3.1,-37.5,0.9,0.8
ADAM10 inh,-7.1,-11.2,-13.4,-4.9,-63.6,4.6,3.9,5.2
sPLA2-III inh,2.3,-10.6,6.6,16.6,-3.2,-5.8,-14.6,-4.3
GAA850 FXN act,0.9,.,0.6,0.2,3.0,4.1,-1.2,8.5*
DAX1 inh-2,0.8,.,-0.6,-0.5,-0.1,-0.6,0.9,-1.4
hcDAF12 agonist,-0.1,-0.7,0.3,-0.4,-1.4,-0.9,0.0,-1.6
ADAM17 inh,-3.1,-3.2,1.0,-4.0,-26.0,0.8,0.3,-1.7
ssDAF12 agonist,-0.7,-1.3,-0.8,-1.4,-1.1,-0.1,-1.4,-1.3
hgDAF12 agonist,3.0,2.0,1.9,0.3,-4.1,3.6,-0.5,-2.4

33: CC(C)CN(C(=O)COC(=O)CCC(=O)c1ccc(Cl)cc1)c1c(N)n(Cc2ccccc2)c(=O)[nH]c1=O
34: CC(Oc1cccnc1[N+](=O)[O-])C(=O)Nc1cccc(Cl)c1 (centres undefined)
35: O=C(O)CCCCCNC(=O)c1ccccc1Br
36: COc1ccc(-c2noc(N3CCC(C(=O)Nc4ccccc4OC)CC3)n2)cc1
37: CN(C)S(=O)(=O)c1ccc(C(=O)NCc2nnc(SCC(=O)Nc3ccc(F)cc3)n2-c2ccc(F)cc2)cc1
38: O=C(NCCN1CCCC1=O)C1CCC(=O)N(CCc2cccc(F)c2)C1 (centres undefined)
39: CCOc1cc(S(=O)(=O)n2cnc(C)c2)ccc1Cl

compound no.,33,34,35,36,37,38,39
DAX1 inh-1,1.3,-1.8,0.2,-0.8,-0.1,0.1,-0.5
PLCb3 inh,-2.3,-10.8,4.0,-0.2,0.0,-5.0,-0.8
PLC-gamma1 inh,-3.3,-0.1,3.4,0.7,0.0,1.4,-1.5
ADAM10 inh,-4.8,-3.6,2.4,-8.2,-1.1,-5.5,-1.7
sPLA2-III inh,5.5,12.9,0.7,6.9,-25.6,4.0,-5.7
GAA850 FXN act,1.1,0.3,1.3,-6.4,-2.8,1.6,-1.9
DAX1 inh-2,-0.5,-0.9,-1.0,-1.9,-0.3,0.0,4.5*
hcDAF12 agonist,-1.7,-0.7,-0.9,-2.3,-0.5,-0.9,-0.1
ADAM17 inh,-2.4,-7.4,-2.4,-3.9,-0.9,-5.7,-1.0
ssDAF12 agonist,-1.0,-1.6,-1.1,-1.4,-1.1,-1.0,-1.0
hgDAF12 agonist,-2.2,0.0,-0.1,-0.2,0.0,-0.2,-2.0
